ANO1 block = mouse TMEM16A channel inhibition, primary screen; Q8BHY3; HEK293 TMEM16A/YFP iodide influx fluorescence, ionomycin; normalized B-score (activity score, 25-100; higher = stronger inhibition) at 10 µM; 310,000 compounds, 1.2% hits; AID 588511;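 active means ratio plate-corrected score three or more library SD toward inhibition, starting fluorescence score within five deviations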;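 further: score derived from kinetic fluorescence span divided by baseline fluorescence per well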
KCNQ1 inh = inhibitors of human KCNQ1 potassium channel; P51787; CHO-K1 KCNQ1, FluxOR thallium flux fluorescence; active compounds read high; B-score at 10 µM; 310,000 compounds, 1.3% hits;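 active means compounds whose thallium flux B-score, printed positive for inhibition, exceeds three library SD while starting fluorescence stays within three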;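 further: channel opened by potassium depolarization with thallium stimulus after 20 min compound exposure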
Target sequence (P51787 whole entry, looked up): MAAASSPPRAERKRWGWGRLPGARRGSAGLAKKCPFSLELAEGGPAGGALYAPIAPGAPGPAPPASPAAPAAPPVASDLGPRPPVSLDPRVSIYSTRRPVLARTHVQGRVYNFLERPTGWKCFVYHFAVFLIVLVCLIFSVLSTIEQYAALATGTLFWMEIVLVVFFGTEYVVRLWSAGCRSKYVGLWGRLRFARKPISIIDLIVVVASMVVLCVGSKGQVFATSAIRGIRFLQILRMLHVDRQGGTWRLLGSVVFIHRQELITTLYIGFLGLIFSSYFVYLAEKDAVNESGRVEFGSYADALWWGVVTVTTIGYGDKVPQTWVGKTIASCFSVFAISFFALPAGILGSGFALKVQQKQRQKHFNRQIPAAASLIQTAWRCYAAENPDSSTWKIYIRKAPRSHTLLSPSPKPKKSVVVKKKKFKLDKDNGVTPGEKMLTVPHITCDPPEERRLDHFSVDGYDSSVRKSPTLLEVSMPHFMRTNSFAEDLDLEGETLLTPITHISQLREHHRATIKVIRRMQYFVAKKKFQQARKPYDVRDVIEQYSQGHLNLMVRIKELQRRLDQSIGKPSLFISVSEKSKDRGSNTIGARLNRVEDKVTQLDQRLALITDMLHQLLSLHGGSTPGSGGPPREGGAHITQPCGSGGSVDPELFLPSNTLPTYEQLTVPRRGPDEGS
KCNQ1 act = potentiates or activates the human KCNQ1 potassium channel. CHO-K1 KCNQ1, thallium flux FluxOR fluorescence; active compounds read high. P51787. B-score at 10 µM. AID 2648. 310,000 compounds, 0.35% hits;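 active means fluorescence ratio B-score, a plate-corrected score, at least three library SD, with initial intensity B-score within 5 SD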
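Material: CHO-K1 cells stably expressing KCNQ1. Medium: assay buffer for compound exposure, DMSO matched across wells. Reagent: K+/Tl+ depolarizing stimulus. Compound dosing: single-concentration screen. Times: 37 °C overnight plating, 90-min dark dye load, 20-min compound pretreatment. Technique: FluxOR Tl+ flux fluorescence.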
TMEM16A act = activates or potentiates the mouse TMEM16A chloride channel. 340,000 compounds, 0.3% hits. B-score at 10 µM. Q8BHY3. HEK293 TMEM16A/YFP-H148Q/I152L, iodide quench fluorescence; active compounds read low;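 active means fluorescence-ratio B-score plate-corrected deviation score at least 3 library SD below zero, with starting fluorescence score within 5 deviations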;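 further: channel opened by trigger with iodide after compound preincubation; score built on the fluorescence ratio of max minus min over baseline; more negative score means more quench and so TMEM16A activation or potentiation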
KCNK9 inh = blocks the human KCNK9 two-pore domain potassium channel | Q9NPC2 | HEK293 KCNK9, FluxOR thallium flux fluorescence; active compounds read low | B-score at 10 µM | 310,000 compounds, 1.2% hits;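 active means ratio B-score over 3 SD below the library mean, with starting fluorescence within 5 SD of its mean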;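 further: negative B-score means less thallium flux so channel inhibition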
HDAC3 inhib = blocks human histone deacetylase 3 | recombinant HDAC3, fluorogenic peptide/trypsin coupled, fluorescence | 320,000 compounds, 0.15% hits | inhibition, % at 8.3 µM | AID 2718 | O15379; in the data active means inhibition above about 26%, passing the limit was not always enough; inconclusive means no clear call, values can overlap the other calls
TRPC4 potent = allosteric potentiators of mouse TRPC4 channel; Q9QUQ5; HEK293 TRPC4beta/mu-opioid, DAMGO EC20, Fluo-4 Ca2+ flux; active compounds read high; B-score at 10 µM; 310,000 compounds, 0.42% hits; AID 2227;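 active means B-score of calcium response area above 5 SD of library B-scores, with initial fluorescence ratio within 5 SD of library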;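 further: B-score of integrated fluorescence ratio over time as area under calcium response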
Dyrk1A ADPGlo = inhibitors of rat Dyrk1A kinase; Q63470; ADP-Glo luminescence, NFATc1 peptide; inhibition, % at 12.5 µM; 310,000 compounds, 0.43% hits; AID 504441; in the data active means inhibition above about 50%;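 further: plate controls were vehicle with enzyme for no effect and no enzyme for full effect; many of its hits are not listed in these tables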
KCNK3 block = human KCNK3 channel inhibition, primary screen; CHO-KCNK3 thallium flux, FluxOR fluorescence; active compounds read low; AID 602410; B-score at 10 µM; 340,000 compounds, 0.84% hits;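 active means B-score under library mean minus 4 SD, starting fluorescence ratio at most library mean plus 5 SD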;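 further: more negative B-score means stronger inhibition of thallium flux through KCNK3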
Target sequence (O14649 whole entry, looked up): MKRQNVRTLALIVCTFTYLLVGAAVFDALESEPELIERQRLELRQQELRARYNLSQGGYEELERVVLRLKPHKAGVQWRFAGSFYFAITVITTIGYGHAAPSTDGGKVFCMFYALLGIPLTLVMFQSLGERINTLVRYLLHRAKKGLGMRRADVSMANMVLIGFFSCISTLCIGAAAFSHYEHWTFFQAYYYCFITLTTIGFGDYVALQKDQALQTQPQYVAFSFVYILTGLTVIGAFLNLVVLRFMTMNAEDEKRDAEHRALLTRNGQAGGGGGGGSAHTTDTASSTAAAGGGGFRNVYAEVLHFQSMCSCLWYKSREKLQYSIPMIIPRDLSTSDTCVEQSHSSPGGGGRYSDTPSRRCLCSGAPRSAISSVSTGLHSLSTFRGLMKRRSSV
hERG protect = compounds protecting human hERG from proarrhythmic drug block | 310,000 compounds, 0.51% hits | activation (rescue from dofetilide block), less the hit threshold, % at 10 µM | Q12809 | CHO-hERG, FluxOR thallium flux, dofetilide IC70 present | AID 1511;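 active means activation above the mean of controls blocked by dofetilide plus 5 SD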;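 further: thallium influx through hERG after potassium depolarization seen as dye fluorescence rise; in these data hits start at about 4.7%; inactives centre near -7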
TRPC4 agonist = activators of mouse TRPC4 channel. AID 2237. HEK293 TRPC4beta/mu-opioid, Fluo4 calcium fluorescence; active compounds read high. 310,000 compounds, 0.49% hits. B-score at 10 µM;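 active means B-score above 5 SD of library B-scores, and initial fluorescence ratio not above library mean plus 5 SD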;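 further: positive B-score marks a calcium rise read as TRPC4 activation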
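Material: TRPC4beta and mu-opioid receptor HEK293 stable cells | Incubation: 45 min room-temperature Fluo4 loading, 110 s read | Detection: Kinetic Fluo4 calcium fluorescence | Measure: Integrated baseline-normalised fluorescence ratio, converted to per-well B score | Benchmarks: Low control buffer alone, high control maximal DAMGO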
An asterisk follows results filed as active; i = inactive; ? = inconclusive; · = no result given. Only part of the results is shown; the hit share may differ from the screen's.

SMILES	ANO1 block	KCNQ1 inh	KCNQ1 act	TMEM16A act	KCNK9 inh	HDAC3 inhib	TRPC4 potent	Dyrk1A ADPGlo	KCNK3 block	hERG protect	TRPC4 agonist
CCCC(=O)NCc1nc2ccccc2n1CC(=O)c1ccccc1	i	i	i	i	i	·	i	3	i	-1	i
COc1ccc(/C=C2\SC(=O)N(CC(=O)Nc3ccccc3O)C2=O)cc1OC	i	i	i	i	i	-4	i	-2	i	-9	i
COc1ccc(Cl)cc1NC(=O)CN(C)C(=O)c1cc(-c2ccncc2)nc2ccccc12	i	i	i	i	i	0	i	3	-9.2*	-20	i
COc1cccc(C2C(C(=O)Nc3nc4ccccc4s3)=C(C)NC3=C2C(=O)CC(C)(C)C3)c1OC (stereo not given)	i	i	i	i	i	-17	i	13	i	-7	i
CCOC(=O)C1CCN(C(=O)c2cccc(NC(=O)C(CC)CC)c2)CC1	i	i	i	i	i	-3	i	-1	i	-2	i
O=C(Nc1cccc(NC(=O)c2cccs2)c1)c1cccnc1	i	i	i	i	i	5	i	-1	-9.3*	-2	i
CC1CCN(Cc2nc3c(c(=O)n(C)c(=O)n3C)n2CCCc2ccccc2)CC1	i	i	i	i	i	-2	i	-1	i	-4	i
CCOC(=O)CN(Cc1ccccc1)C(=O)OC(C)(C)C	i	i	i	·	i	-2	i	·	·	-3	i
O=C(C1CC1)N1CCCC(c2ccc(Cl)cc2)=N1	i	i	i	i	i	2	i	3	i	-9	i
CCOC(=O)CC1=NN(c2ccccc2)C(=O)/C1=C\c1ccc(N(C)C)cc1	i	i	i	i	i	1	i	-62	i	1	i
Cc1ccc(Cl)cc1NC(=O)c1ccc(NC(=O)CCC(=O)O)cc1	i	i	i	i	i	2	i	0	i	-11	i
Cc1cccc(N(CC(=O)N2CCCC2)S(C)(=O)=O)c1	i	i	i	i	i	-13	i	·	i	-3	i
Cc1sc2nc(SCCN(C)C)n(-c3ccccc3)c(=O)c2c1-c1ccc(F)cc1	i	i	i	i	i	7	i	-3	i	-13	i
COc1ccc(C(C[N+](=O)[O-])c2c(C)[nH]c3ccccc23)cc1OC (stereo not given)	i	i	i	i	i	-5	i	-4	i	-6	i
CC(=O)Nc1ccc(Oc2cc(C#N)c(C#N)cc2N2CCCCCC2)cc1	100*	·	·	i	·	9	·	-3	-13*	·	·
COc1cccc(C(=O)Nc2ccc3c(c2)OCO3)c1OC	i	i	i	i	i	5	i	-2	i	-6	i
CCN(c1ccc(NC(=O)COC(=O)/C=C/c2cccs2)cc1)C(C)C	i	i	i	i	i	-1	i	-4	i	-5	i
CN(C)C(=S)Nc1ccc2ccccc2c1	i	i	i	i	i	·	i	5	i	-9	i
COc1ccc(Cl)cc1C(=O)Nc1ccc(N(C)C(C)=O)cc1	i	i	i	i	i	0	i	8	i	-8	i
O=S(=O)(NC1CCCC1)c1ccc(S(=O)(=O)N2CCc3ccccc32)cc1	i	·	·	i	·	11	·	-4	i	·	·

Looked up above.
`Cc1sc2nc(SCCN(C)C)n(-c3ccccc3)c(=O)c2c1-c1ccc(F)cc1` in hERG protect: -13
`COc1ccc(Cl)cc1C(=O)Nc1ccc(N(C)C(C)=O)cc1` in hERG protect: -8

(listing goes on)
SMILES	ANO1 block	KCNQ1 inh	KCNQ1 act	TMEM16A act	KCNK9 inh	HDAC3 inhib	TRPC4 potent	Dyrk1A ADPGlo	KCNK3 block	hERG protect	TRPC4 agonist
Nc1nc(SCc2c(F)cccc2Cl)[nH]c(=O)c1-c1ccccc1	i	i	i	i	i	·	i	4	i	-11	i
CCCCCc1c(C)c(C#N)c2nc3ccccc3n2c1-n1ccnc1C	i	i	i	i	i	-3	i	4	i	-2	i
Cc1nn(C(C)C(=O)N2CCOCC2)c(=O)c2nn(-c3ccccc3)c(C)c12 (stereo not given)	i	i	i	i	i	1	i	·	i	-3	i
CN(C)Cc1cn(CCC(=O)O)c2ccccc12	i	i	i	i	i	1	i	-3	i	-10	i
Cn1c(=O)[nH]c(=O)c2c1nc1n2CC(O)CN1c1ccccc1 (stereo not given)	i	i	i	i	i	2	i	0	i	-3	i
Cc1ccc(S(=O)(=O)N(C)C)cc1-n1c(SCC(=O)Nc2ccc(F)c(F)c2F)nc2ccccc2c1=O	i	i	i	i	-14*	12	i	-5	i	-3	i
Cc1nc(NC(=O)c2cnccn2)ccc1Br	i	i	i	i	i	1	i	5	i	-5	i
Nc1c(Br)cc2oc(-c3ccccc3)nc2c1Br	i	i	i	i	i	2	i	-3	i	-10	i
OC1(c2ccc(Cl)cc2)CCN(Cc2nc(-c3cnccn3)no2)CC1	i	i	i	i	i	0	i	-5	i	-10	i
COc1ccc(N(C(=O)CNC(=O)c2ccco2)C(C(=O)NCC2CCCO2)c2ccc(OC)c(OC)c2)cc1 (stereo not given)	i	i	i	i	i	2	i	3	i	-10	i
Oc1ccc(C=Nc2ccccc2-c2nc3ccccc3[nH]2)c(O)c1	i	i	i	i	i	-143	i	1	i	-8	i
COc1ccc(NC(=O)COC(=O)CNC(=O)C2CCCCC2)cc1	i	i	i	i	i	-3	i	0	i	-3	i
CCCCOc1ccc(C(=O)CCN2CCCCC2)cc1	i	i	i	i	i	6	i	3	i	-7	i
CCc1cccc(NC(=O)C(NC(=O)C2CCCCC2)C(C)C)c1 (stereo not given)	i	i	i	i	i	-5	i	-4	i	-5	i
Fc1ccc(-c2nnc(SCc3cccnc3)o2)cc1	i	i	i	i	i	0	i	9	i	-7	i
CC1CN(S(=O)(=O)c2cccc(C(=O)OC/C(O)=C(\C#N)c3nc4ccccc4[nH]3)c2)CC(C)O1 (stereo not given)	i	i	i	i	i	?	i	-8	i	-9	i
Cc1cc(C)c2oc(=O)cc(CN3CCC(C)CC3)c2c1	i	i	i	i	i	-3	i	-4	i	-13	i
NC(=O)c1ccccc1NC(=O)CN1CCCCCC1	i	i	i	i	i	·	i	-1	i	-10	i
CCN1CCN(C(=O)C2CCC(=O)N(Cc3cccc(C(F)(F)F)c3)C2)CC1 (stereo not given)	i	i	i	i	i	6	i	0	i	2	i
CCCc1cc(C(N)=O)c(NC(=O)c2cc(C)on2)s1	i	i	i	i	i	?	i	8	i	-12	i

Two of the compounds above, with two lines to a compound:
Results follow in this order: ANO1 block, KCNQ1 inh, KCNQ1 act, TMEM16A act, KCNK9 inh, HDAC3 inhib, TRPC4 potent, Dyrk1A ADPGlo, KCNK3 block, hERG protect, TRPC4 agonist
CN(C)Cc1cn(CCC(=O)O)c2ccccc12
 : i, i, i, i, i, 1, i, -3, i, -10, i
Cc1nn(C(C)C(=O)N2CCOCC2)c(=O)c2nn(-c3ccccc3)c(C)c12 (stereo not given)
 : i, i, i, i, i, 1, i, ·, i, -3, i

Grouped by structure, the compounds so far with a Cl atom.
SMILES	ANO1 block	KCNQ1 inh	KCNQ1 act	TMEM16A act	KCNK9 inh	HDAC3 inhib	TRPC4 potent	Dyrk1A ADPGlo	KCNK3 block	hERG protect	TRPC4 agonist
COc1ccc(Cl)cc1NC(=O)CN(C)C(=O)c1cc(-c2ccncc2)nc2ccccc12	i	i	i	i	i	0	i	3	-9.2*	-20	i
O=C(C1CC1)N1CCCC(c2ccc(Cl)cc2)=N1	i	i	i	i	i	2	i	3	i	-9	i
Cc1ccc(Cl)cc1NC(=O)c1ccc(NC(=O)CCC(=O)O)cc1	i	i	i	i	i	2	i	0	i	-11	i
COc1ccc(Cl)cc1C(=O)Nc1ccc(N(C)C(C)=O)cc1	i	i	i	i	i	0	i	8	i	-8	i
Nc1nc(SCc2c(F)cccc2Cl)[nH]c(=O)c1-c1ccccc1	i	i	i	i	i	·	i	4	i	-11	i
OC1(c2ccc(Cl)cc2)CCN(Cc2nc(-c3cnccn3)no2)CC1	i	i	i	i	i	0	i	-5	i	-10	i

(next part)
SMILES	ANO1 block	KCNQ1 inh	KCNQ1 act	TMEM16A act	KCNK9 inh	HDAC3 inhib	TRPC4 potent	Dyrk1A ADPGlo	KCNK3 block	hERG protect	TRPC4 agonist
CC1(CC(=O)NNC(=O)Nc2ccccc2)OCCCO1	i	i	i	i	i	-3	i	-6	i	-10	i
C=CCN1C(=O)/C(=C2/Sc3ccccc3N2C)SC1=Nc1c(C)n[nH]c1C	i	i	i	i	i	0	i	-6	i	2	i
COc1ccc2[nH]c(=O)c(CN(C(=O)c3ccccn3)c3ccccc3)cc2c1	i	i	i	i	i	7	i	-2	i	-3	i
CCc1ccc(/C(C)=N/NS(=O)(=O)c2ccc(OC)cc2)s1	·	i	i	i	i	·	i	-5	i	-7	i
Nc1nnc(SCC(=O)NC23CC4CC(CC(C4)C2)C3)s1	i	i	i	i	i	-3	i	-2	i	-9	i
CCOC(=O)c1c(C)nc2ccccn12	i	i	i	i	i	-3	i	-3	i	-10	i
NC(=O)CC(NC(=O)Cc1cccc2ccccc12)c1ccc(NC2CCCCCC2)c([N+](=O)[O-])c1 (stereo not given)	i	i	i	i	i	-1	i	6	i	1	i
COc1ccccc1OCc1n[nH]c(=S)n1Cc1ccccc1	i	i	i	i	i	15	i	1	i	-13	i
C=CCOc1c(CNc2ccc3[nH]c(=O)[nH]c3c2)cccc1OC	i	i	i	i	i	0	i	·	i	-14	i
CCOC(=O)Cn1c(=O)c2c(nc(N3CCOCC3)n2C)n(C)c1=O	i	i	i	i	i	2	i	-8	i	-7	i

Entries of single compounds, looked up by structure. Values in the order: ANO1 block | KCNQ1 inh | KCNQ1 act | TMEM16A act | KCNK9 inh | HDAC3 inhib | TRPC4 potent | Dyrk1A ADPGlo | KCNK3 block | hERG protect | TRPC4 agonist
COc1ccccc1OCc1n[nH]c(=S)n1Cc1ccccc1 in the list: i | i | i | i | i | 15 | i | 1 | i | -13 | i
CCCc1cc(C(N)=O)c(NC(=O)c2cc(C)on2)s1 in the list: i | i | i | i | i | ? | i | 8 | i | -12 | i

Source: PubChem
